# SENP8 inh – SENP8 protease inhibition; Q96LD8; purified SENP8, Z-RLRGG-aminoluciferin cleavage, luminescence; inhibition, % at 10 µM; hit rate 1.2% among 330,000
# CCR6 antagonist – CCR6 (human) receptor antagonism | hit rate 0.49% among 340,000 | P51684 | AID 493098 | CHO-K1 CCR6 PathHunter beta-arrestin, luminescence, CCL20-stimulated | inhibition, % at 20 µM;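 active = compounds whose inhibition of the agonist-driven luminescence signal at 20 µM reaches about 50%, limit read from the data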;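 note: cells stimulated with CCL20 at 14 nM final; plate controls were DMSO with CCL20 for no effect and DMSO without agonist for full effect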
# Gli-Sufu block – Gli-Sufu pathway antagonism; Sufu-KO-LIGHT fibroblasts, Gli luciferase reporter luminescence; inhibition, % at 5 µM; hit rate 0.74% among 340,000;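 active = inhibition above about 55%, limit read from the data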;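 note: 0% = DMSO-treated cells and 100% = wells with medium but no cells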
# Apaf1 inhib – inhibitors of human Apaf-1 apoptosome | AID 489030 | O14727 | reconstituted apoptosome caspase-3 activity, DEVD-Rh110 fluorescence | inhibition, % at 20 µM | hit rate 0.71% among 330,000; active = inhibition of at least 40% at 20 µM;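 note: plate controls were DMSO wells for no effect and DEVD-CHO caspase inhibitor wells for full effect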
# Target sequence (O14727 whole entry, looked up): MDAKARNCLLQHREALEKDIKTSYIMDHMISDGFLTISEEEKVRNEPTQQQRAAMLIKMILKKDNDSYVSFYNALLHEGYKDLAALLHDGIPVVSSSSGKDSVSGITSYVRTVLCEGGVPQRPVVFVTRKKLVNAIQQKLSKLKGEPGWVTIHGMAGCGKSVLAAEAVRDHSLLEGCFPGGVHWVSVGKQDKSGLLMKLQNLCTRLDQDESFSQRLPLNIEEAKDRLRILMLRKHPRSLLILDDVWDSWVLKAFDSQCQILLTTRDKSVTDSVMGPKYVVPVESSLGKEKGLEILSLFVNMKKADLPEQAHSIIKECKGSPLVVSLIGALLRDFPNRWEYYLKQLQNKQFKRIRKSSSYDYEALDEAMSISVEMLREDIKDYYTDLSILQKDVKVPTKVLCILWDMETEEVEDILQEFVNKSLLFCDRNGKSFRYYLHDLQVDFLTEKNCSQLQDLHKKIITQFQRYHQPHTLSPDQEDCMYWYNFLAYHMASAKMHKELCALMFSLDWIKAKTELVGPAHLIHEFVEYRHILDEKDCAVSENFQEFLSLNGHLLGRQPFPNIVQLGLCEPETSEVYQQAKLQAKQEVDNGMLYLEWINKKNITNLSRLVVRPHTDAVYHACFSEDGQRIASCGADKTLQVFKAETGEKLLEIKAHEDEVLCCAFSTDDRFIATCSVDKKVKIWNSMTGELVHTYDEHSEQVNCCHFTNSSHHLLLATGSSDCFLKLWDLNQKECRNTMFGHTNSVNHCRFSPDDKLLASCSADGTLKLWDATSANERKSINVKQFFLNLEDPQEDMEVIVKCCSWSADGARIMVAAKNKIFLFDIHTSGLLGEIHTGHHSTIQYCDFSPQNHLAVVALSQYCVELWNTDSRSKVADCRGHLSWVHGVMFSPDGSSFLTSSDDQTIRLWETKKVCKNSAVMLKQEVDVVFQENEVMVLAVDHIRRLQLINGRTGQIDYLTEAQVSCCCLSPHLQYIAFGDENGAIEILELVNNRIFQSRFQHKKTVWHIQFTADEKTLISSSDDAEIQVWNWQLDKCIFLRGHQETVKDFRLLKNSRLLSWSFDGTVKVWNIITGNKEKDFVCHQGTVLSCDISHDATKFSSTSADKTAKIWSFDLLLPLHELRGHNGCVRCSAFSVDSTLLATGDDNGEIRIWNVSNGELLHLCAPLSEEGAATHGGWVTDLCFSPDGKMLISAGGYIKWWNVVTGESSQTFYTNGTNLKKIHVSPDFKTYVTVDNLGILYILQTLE
#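 System: reconstituted apoptosome with Apaf-1, cytochrome c, caspase-9, procaspase-3, dATP; Signal: Rh110 fluorescence intensity; Schedule: 30 min compound preincubation, 50 min activation, room temperature; Reagent: cytochrome c trigger plus (Z-DEVD)2-Rh110 caspase-3 substrate.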
# Jurkat NFkB inh – lowers PMA/ionomycin-induced NF-kB signal in Jurkat cells; PMA/ionomycin-induced NF-kB luciferase reporter, luminescence; inhibition, % at 4 µM; hit rate 0.53% among 330,000
# UBC13 inh – inhibitors of human UBC13 polyubiquitin chain formation; P61088; TR-FRET; hit rate 0.47% among 330,000; inhibition, % at 20 µM; in the data active = inhibition above about 45%, passing the limit was not always enough
# EBI2 antag – antagonists of human EBI2 receptor. EBI2 beta-arrestin recruitment, luminescence, 7a,25-OHC stimulated. P32249. AID 651636. inhibition, % at 5 µM. hit rate 0.81% among 360,000; in the data active = inhibition above about 38%;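 note: enzyme fragment complementation signal reports receptor beta-arrestin coupling in cells; 0% = agonist plus DMSO wells and 100% = wells without agonist; some results beyond the cut were filed as inactive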
# 697 NFkB inh – inhibitors of the PMA/ionomycin-induced NF-kB reporter in 697 B cells | 697 B-cell NF-kB luciferase reporter, 16 h | inhibition, % at 4 µM | hit rate 0.33% among 330,000; in the data active = inhibition above about 35%
# Active calls of the source: *. Cut-off read from the data, not from the text of the source, unless noted: active = inhibition above about 50%; inactive = the rest.
SMILES,SENP8 inh,CCR6 antagonist,Gli-Sufu block,Apaf1 inhib,Jurkat NFkB inh,UBC13 inh,EBI2 antag,697 NFkB inh
CCCCOc1ccc(C(=O)NCC(=O)OCC(=O)c2c(N)n(C)c(=O)n(C)c2=O)cc1,-13,4,-3,14,-7,-5,-6,2
COc1ccc2oc(=O)c(C(=O)n3ccc(C)n3)cc2c1,-2,-8,-2,-22,5,12,-2,21
CCOC(=O)c1ccc(NC(=S)Nc2cccc(C)n2)cc1,-1,-2,-4,7,-2,11,20,6
CCCCNC(=S)N1CCN(Cc2ccc3c(c2)OCO3)CC1,-7,-6,2,1,12,0,-4,13
COc1ccc(-c2nc(=S)[nH][nH]2)cc1OC,-9,-39,2,-5,6,-14,-5,1
Nc1cc(S(=O)(=O)c2ccc(O)c(N)c2)ccc1O,4,-6,5,-23,9,1,-3,16
Cc1ccc(CNC(=O)C2CCCCC2C(=O)O)cc1 (stereo unspecified),-1,-12,4,-1,-9,4,-3,-5
Cc1ccc(C)c(OCc2cc(C(=O)N3CCC(N4CCCC(O)C4)CC3)no2)c1 (stereo unspecified),3,-8,-16,0,2,8,-4,-13
COc1ccc(S(=O)(=O)Nc2ccc3c(c2)C(=O)N([C@H](C)CO)C[C@H](C)[C@@H](CN(C)C(=O)Nc2ccc4c(c2)OCO4)O3)cc1,-5,5,4,8,3,8,-8,0
O=S(=O)(Nc1ccc(Cc2ccncc2)cc1)c1ccc(Cl)s1,-10,7,7,10,2,-7,-6,-43
COc1ccc([C@@H]2[C@@H]3C(=O)N(C(C)(C)C)C(=O)[C@@H]3[C@]3(Cc4ccccc4)C(=O)N(c4ccccc4)C(=O)N23)cc1,1,13,-6,10,-6,-2,5,5
CCOc1ccccc1NC(=O)NCc1ccccc1,-3,0,7,-11,-2,6,-6,2
O=C(CC(C(=O)O)c1ccccc1)Nc1cccc2ccccc12 (stereo unspecified),3,-15,-4,-1,11,-4,-9,6
O=C(N/N=C(/c1ccccc1)c1ccncc1)c1ccc2c(c1)OCO2,5,-3,-4,-20,9,-7,-4,-9
O=P(CO)(Cc1ccccc1)Cc1ccccc1,-10,30,-5,0,-5,-3,5,-13
Cc1ccc(CNC(=O)CNS(=O)(=O)c2ccc3nc(C)sc3c2)cc1,-1,2,-1,-7,0,7,0,1
Cc1ccc(CC(=O)NCCN2CCOCC2)cc1,-11,0,-14,-9,-4,4,-7,17
CCN(CC)S(=O)(=O)c1ccc2[nH]c(=O)[nH]c2c1,1,-6,19,-6,10,-6,1,14
CCc1ccccc1N(CC(=O)NC1CCCCC1)C(=O)CCC(=O)Nc1ccccn1,2,16,3,12,3,5,4,11
CCCc1ccc(Oc2coc3cc(OCC(=O)Nc4ccccc4C)ccc3c2=O)cc1,-4,4,13,0,15,0,38,-18

# Exported with each value named: four of the compounds above.
O=P(CO)(Cc1ccccc1)Cc1ccccc1
  SENP8 inh: -10
  CCR6 antagonist: 30
  Gli-Sufu block: -5
  Apaf1 inhib: 0
  Jurkat NFkB inh: -5
  UBC13 inh: -3
  EBI2 antag: 5
  697 NFkB inh: -13

Cc1ccc(CNC(=O)CNS(=O)(=O)c2ccc3nc(C)sc3c2)cc1
  SENP8 inh: -1
  CCR6 antagonist: 2
  Gli-Sufu block: -1
  Apaf1 inhib: -7
  Jurkat NFkB inh: 0
  UBC13 inh: 7
  EBI2 antag: 0
  697 NFkB inh: 1

Cc1ccc(CC(=O)NCCN2CCOCC2)cc1
  SENP8 inh: -11
  CCR6 antagonist: 0
  Gli-Sufu block: -14
  Apaf1 inhib: -9
  Jurkat NFkB inh: -4
  UBC13 inh: 4
  EBI2 antag: -7
  697 NFkB inh: 17

CCN(CC)S(=O)(=O)c1ccc2[nH]c(=O)[nH]c2c1
  SENP8 inh: 1
  CCR6 antagonist: -6
  Gli-Sufu block: 19
  Apaf1 inhib: -6
  Jurkat NFkB inh: 10
  UBC13 inh: -6
  EBI2 antag: 1
  697 NFkB inh: 14

# Next compounds follow:
SMILES,SENP8 inh,CCR6 antagonist,Gli-Sufu block,Apaf1 inhib,Jurkat NFkB inh,UBC13 inh,EBI2 antag,697 NFkB inh
Cc1ccc2c(CC(=O)OCc3cc(=O)n4c(n3)sc3ccccc34)coc2c1,-7,10,5,8,-8,-18,6,0
CCC(CO)Oc1cc(NC(=O)c2ccccc2C)c2ncn(C(C)C)c2c1 (stereo unspecified),-11,6,4,20,-7,14,6,-6
COc1ccc(NC(=S)NC(=O)c2cccnc2)cc1,1,25,0,1,-4,0,-7,-5
COc1ccc(CNC(=O)/C(C#N)=C2\N=C(NC(=O)c3cccs3)c3ccccc32)cc1,5,2,-12,-3,-1,-10,-4,5
CNC(=O)c1ccsc1NC(=O)c1ccc(S(=O)(=O)N2CCCc3ccccc32)cc1,-1,21,13,9,8,4,24,-32
CCN1CCN(CC(=O)Nc2cc(S(=O)(=O)N(CC)c3ccccc3)ccc2Cl)CC1,-2,13,15,12,10,10,-1,-16
Cc1ccc(-n2nc(C)c(=O)c(-c3ccccc3)c2NC(=O)c2cccs2)cc1,4,4,2,-3,2,1,-2,9
CCOC(=O)C1C(=O)OC(C)(C)C1C(C)C(=O)c1ccc(C)cc1C (stereo unspecified),-6,29,6,3,2,7,-4,25
Cc1ccc(S(=O)(=O)N(CC(=O)N2CCC(C(N)=O)CC2)c2cccc(C(F)(F)F)c2)cc1,-4,-20,2,-2,4,11,6,3
Cc1cccc(N=C(N2CCOCC2)P(=O)(N2CCOCC2)N2CCOCC2)c1,-2,-3,2,-11,-5,7,-3,21
CN(C)S(=O)(=O)c1cc(NC(=O)COC(=O)Cc2cccc3ccccc23)ccc1Cl,2,7,0,4,19,12,8,6
FC(F)(F)c1cccc(NC(=S)NCC(c2cccnc2)N2CCOCC2)c1 (stereo unspecified),-3,-1,2,2,-4,5,-10,3
CSc1nc2ccccc2cc1/C=C(\C#N)c1cccc(Cl)c1,-6,8,7,-11,54*,3,16,-34
CCCCn1c(N)c(N(CCC(C)C)C(=O)c2ccccc2C)c(=O)[nH]c1=O,-3,7,0,12,-12,-4,-2,-14
CCCCN(C(=O)Cn1nnc2ccccc21)C(C(=O)NCCOC)c1cccs1 (stereo unspecified),-6,7,5,-5,-15,2,5,11
COCCCNC(=O)CNC(=O)c1nn(-c2ccc(OC)c(Cl)c2)c(=O)c2ccccc12,4,7,2,2,-13,0,-4,9
O=c1[nH]c2c(c(=O)[nH]1)CCC2,3,4,2,-25,13,21,3,10
Cc1ccc(C(=O)NC2CCS(=O)(=O)C2)cc1S(=O)(=O)N1CCCCCC1 (stereo unspecified),-3,3,8,0,22,3,-3,3
COC(=O)c1ccc(/C=C2\N=C(SC)SC2=O)cc1,7,-36,30,5,-30,-4,-15,-12
CCOc1ccc(CC(=O)Nc2c(C(=O)Nc3ccccc3)oc3ccccc23)cc1OCC,1,14,9,-3,-1,20,-53,-5
CCc1ccc(OCC(=O)Nc2ccncc2)cc1,8,7,0,-3,7,-7,-6,1
COc1ccccc1CCNC(=O)Cc1cccs1,7,1,-6,-2,-9,7,-6,9
COC(=O)c1ccc(CN2CCC(CO)(Cc3cccc(OC)c3)CC2)cc1,-3,18,4,3,-7,-1,4,-7
COc1cc(C(=O)ON=C2C3CC4CC(C3)CC2C4)cc(OC)c1OC,-3,-12,-3,4,6,4,4,-35
Cc1ncn(C23CC4CC(CC(C4)C2)C3)n1,-10,2,1,0,8,-13,-13,-2
Cc1[nH]ccc(=O)c1OCc1ccc(Cl)cc1,2,-12,4,8,11,0,0,-4
COc1ccc(-c2cc(C(=O)Nc3ccccc3O)c3ccccc3n2)cc1OC,8,1,-3,4,-4,3,7,31
O=C(Nc1ccccc1NC(=O)NC1CCCCC1)NC1CCCCC1,3,-4,1,-11,-6,-2,2,5
Cc1[nH]c2ccccc2c1/C=N/NC(=O)c1cc(-c2ccccc2)n[nH]1,-10,-3,-3,10,-2,-1,-12,6
COCCn1c(C)cc(C(=O)COC(=O)c2ccc3ncsc3c2)c1C,-1,9,-14,-2,-41,8,8,-6
CCCCCCSc1ccc([C@@H]2[C@H]3C(=O)N(CC)C(=O)[C@H]3[C@]3(C(=O)OC)CCCCN23)cc1,5,20,2,23,5,-10,3,19
CCNC(=O)COC(=O)C1C(C(=O)OCC)=C(C)NC(C)=C1C(=O)OCC,5,18,6,-2,5,3,-5,7
COc1ccc(/C=N/NC(=O)c2nc(-c3ccccc3)n(-c3ccccc3)n2)cc1OC,-6,1,3,-6,5,-1,4,-1
Cc1ccccc1N1C(=O)Cc2ccccc2C1=O,27,13,-7,31,-3,0,6,12
CCOc1ccccc1-n1c(=O)c2ccccc2c2ccccc2c1=O,-1,2,4,8,-2,17,-15,-5
COc1ccccc1C(=O)NCC(c1cccs1)N1CCc2ccccc21 (stereo unspecified),-6,25,4,27,-1,-2,21,-2
COc1ccccc1CN(C)C(=O)c1ccccc1SCC(=O)N1CCCC1,-2,10,5,-5,-6,10,-6,11
CCCCCCn1c(N2CCCC2)nc2c1c(=O)n(C)c(=O)n2C,-6,1,37,8,3,-2,8,-35
CCOC(=O)CSc1cc(C)nc(N)n1,7,7,-3,2,-5,4,2,15
CC(C)c1ccc(NC(=O)Cn2ncc3ccccc32)cc1,-13,18,-63,7,-68,-1,-4,-78
O=C(O)C1CCC(c2ccc(-c3ccccc3)cc2)CC1 (stereo unspecified),7,15,-46,-5,-35,-3,-21,-91
CN(C)c1ccc(N/C=C/C(=O)C(C)(C)C)cc1,-7,18,-27,53*,-43,-18,-9,-17
C#CCOc1ccc2c(C)cc(=O)oc2c1,2,4,-21,-10,-2,3,-7,18
CSc1ccc(C2C3(C#N)C(N)=NC4(OCCO4)C23C#N)cc1 (stereo unspecified),4,7,-14,-6,9,8,20,22
CCCCCOc1ccc(C(=O)NCC(=O)NCC(=O)OCC)cc1,-9,27,6,0,32,0,2,-1
CC(C)(C)NC(=O)C(OC(=O)Cn1nnc(-c2ccc(F)cc2)n1)c1ccncc1 (stereo unspecified),-1,-1,0,-5,-10,6,-7,11
Cc1ccccc1CSc1ccc(-c2ccc3c(c2)OCO3)nn1,-4,14,-49,4,-28,6,15,-42
O=C(c1cc(Cl)ccc1Cl)N1CCc2ccccc21,-13,17,6,5,3,7,2,20
O=C(CSc1nnc(-c2ccco2)o1)N1CCOCC1,9,6,-1,-21,8,-6,-11,2
COc1ccccc1CN1CC(C(=O)NCCN2CCOC2=O)CCC1=O (stereo unspecified),0,3,-4,11,-6,0,-13,1
O=C(COC(=O)Cc1n[nH]c(=O)c2ccccc12)NNC(=O)c1ccc(Cl)cc1,7,11,1,-7,18,5,5,3
Cc1cc(C)n(C(=O)c2ccc(C)c(S(=O)(=O)N3CCCC3)c2)n1,-11,-17,-11,1,-4,4,-7,5
COc1ccc(C2=NN(CCC(=O)NC3CCCCCC3)C(=O)CC2)cc1,0,11,-14,-3,2,-4,-3,3
COc1ccc(CCNC(=O)C(=O)Nc2ccc3c(c2)OCO3)cc1OC,8,-3,-6,-23,-3,3,-1,10
CCOC(=O)c1ccc(Nc2ncnc3ccccc23)cc1,-1,3,-35,-12,-21,14,-5,-16
COc1cccc(-n2c(SCC(N)=O)nnc2-c2ccncc2)c1,-5,10,-3,-35,2,1,-18,9
Cc1ccc2nc(CSc3nnc(Cc4cccs4)n3C3CCCCC3)cc(=O)n2c1,4,-6,-3,19,-9,0,8,-8
O=c1c2ccccc2nnn1CSc1nc2ccccc2c(=O)n1CCCO,2,10,-10,-11,-4,10,1,-6
Cc1cc(C(=O)CCC(=O)NCc2ccccc2F)c(C)s1,-9,15,-7,10,-11,-8,4,-2
Cn1cccc1/C=N/N1CCN(c2ccccc2)CC1,5,1,-6,4,4,3,-5,-1

# Next part:
SMILES,SENP8 inh,CCR6 antagonist,Gli-Sufu block,Apaf1 inhib,Jurkat NFkB inh,UBC13 inh,EBI2 antag,697 NFkB inh
Cc1nnc(Sc2nc3ccccc3o2)c2ccccc12,5,0,17,3,-23,-3,-41,7
Cc1ccc([N+](=O)[O-])cc1NC(=O)CN1CCC(C)CC1,-10,-4,30,8,-4,-7,3,2
C[C@H](NC(=O)Cc1cccc2ccccc12)C(=O)N1CCOCC1,6,10,-1,-6,-2,9,6,14
Cc1sc2nc(CSCC(=O)NC3(C#N)CCCCC3)[nH]c(=O)c2c1C,-8,0,10,14,6,-10,-5,7

# Bioassay records: PubChem BioAssay, Sanford-Burnham Center for Chemical Genomics

# Only part of the results is shown; the hit share may differ from the screen's.
